High-throughput results as filed in PubChem BioAssay.
TDP-43 yeast inh: inhibitors of TDP-43 toxicity in yeast; TDP-43 expressing yeast growth rescue, BacTiter-Glo, 24 h; Potency, µM (titrated, usually from 46.1 µM), without a hit: at the highest dose growth rescue (activation), hits mostly activators; 1.8% of 410,000 active; AID 652104; note: potency is the fitted concentration of half-maximal effect; % of control where 0% means no effect; nearly all actives have a fitted effect of over 50% in size
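Galactose-induced TDP-43 yeast, OD600=0.02, compound pinned; 24 hr, 30 deg C; BacTiter-Glo luminescence for growth. Inhibitors of TDP-43 toxicity read as activators.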
Akt phos inh: inhibitors of Akt phosphorylation; Neuro2A IGF-stimulated pAkt S473 HTRF, 20 min; active compounds read low; activity change, % for hits at 50 µM; 0.32% of 360,000 active; in the data active = activity change below about -80%; inconclusive = mostly about -51% to -80%; note: % is set by controls: 0 for no effect and ±100 for the full control effect
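Neuro2A cells (4,500/well, DMEM with 0.5% FBS) were treated with compound at a single 50 µM final concentration, stimulated with 6 nM IGF for 20 min at 37 °C, and lysed. Phospho-Akt Ser473 was read by HTRF as 665/615 ratio ×10^4.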
Abeta rescue: restores growth of yeast expressing A-beta42 peptide. AID 1347071. yeast expressing A-beta42, growth rescue, OD600, 48 h; response scale: 0% DMSO, 100% iron-clioquinol control. 0.063% of 410,000 active. Potency, µM (doses to about 46.1 µM), for inactives: top-dose growth rescue, usual class: activators; note: potency is the fitted concentration of half-maximal effect; nearly all actives have a fitted effect of over 55% in size
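Yeast growth medium received pinned compounds, then yeast cells expressing toxic A-beta were added; plates incubated at 30 C for 48 hr. Growth read as absorbance at 600 nm, normalized to DMSO and equimolar FeCl3 plus clioquinol controls.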
PTHR1 agonist: PTHR1 (human) receptor agonism; Q03431; HEK293 GP2 PTHR1 cells, GloSensor cAMP luminescence, 1 h; Potency, µM (top dose mostly 115 µM), inactives show at the top dose activation, most hits filed as activators; 0.075% of 410,000 active; note: potency is the fitted concentration of half-maximal effect; nearly all actives have a fitted effect of over 55% in size; some results filed as inactive show a strong effect at the top dose; inactives centre near -15; many of its hits are not listed in these tables
Target sequence (Q03431 whole entry, looked up): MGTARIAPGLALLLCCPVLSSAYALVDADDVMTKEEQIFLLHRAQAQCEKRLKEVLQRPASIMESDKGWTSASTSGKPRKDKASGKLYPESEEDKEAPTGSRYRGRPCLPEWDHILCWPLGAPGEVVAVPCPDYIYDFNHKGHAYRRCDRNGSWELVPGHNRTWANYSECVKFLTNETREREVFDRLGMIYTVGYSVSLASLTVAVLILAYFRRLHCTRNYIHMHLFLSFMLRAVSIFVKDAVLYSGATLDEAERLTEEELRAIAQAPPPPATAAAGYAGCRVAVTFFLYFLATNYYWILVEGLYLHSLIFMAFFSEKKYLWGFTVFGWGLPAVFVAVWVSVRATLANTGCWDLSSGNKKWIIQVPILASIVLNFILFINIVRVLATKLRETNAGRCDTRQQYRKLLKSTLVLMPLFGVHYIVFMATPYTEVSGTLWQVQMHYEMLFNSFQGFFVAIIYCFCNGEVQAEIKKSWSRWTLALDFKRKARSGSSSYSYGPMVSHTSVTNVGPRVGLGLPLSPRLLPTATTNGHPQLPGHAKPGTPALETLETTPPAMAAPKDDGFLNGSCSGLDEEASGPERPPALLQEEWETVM
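HEK-293-derived GP2 cells expressing PTHR1 and a GloSensor cAMP reporter, 3,000/well, plated overnight, given luciferin plus IBMX (each 0.5 mM as added) for 1 h at 37 °C, then compound for 1 h at 37 °C. Luminescence was read after 15 min at room temperature.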
Mm-Cpn inhibitor: M. maripaludis TRiC chaperonin inhibition. purified Mm-Cpn ATPase, ADP Transcreener TR-FRET. Potency, µM (top dose mostly 76.9 µM), for the others: at the highest dose activity, negative = inhibition, actives largely listed as inhibitors. 0.031% of 330,000 active. AID 504842; note: potency is the fitted concentration of half-maximal effect; % is set by controls: 0 for no effect and ±100 for the full control effect; nearly all actives have a fitted effect of over 80% in size
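TR-FRET (320 nm excitation; 590 and 665 nm emission) reports ADP made from 10 uM ATP by 25 nM enzyme; compounds were preincubated 10 min, reaction run 30 min, both at 37°C.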
HEK293 tox: cytotoxicity counter-screen for GLP-1 receptor inverse agonists. HEK293 cAMP-luciferase reporter cells, luminescence, 24 h. 0.13% of 410,000 active. Potency, µM (highest dose often 38.3 µM), without a hit: at the highest dose activity change, negative = inhibition, most hits filed as inhibitors;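 note: loss of luciferase light is scored as toxicity; potency is the fitted concentration of half-maximal effect; % is set by controls: 0 for no effect and ±100 for the full control effect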
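Here, cytotoxicity is scored as loss of luminescence. The MLSMR collection was tested on cells seeded in medium containing 10% Nu serum, with a 24 hr compound exposure preceded by 12 hours of culture.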
aSyn yeast inh: alpha-synuclein toxicity inhibition in yeast; Yeast expressing alpha-synuclein, growth rescue, BacTiter-Glo, 24 h; Potency, µM (highest dose often 46.1 µM), for inactives: at the highest dose growth rescue (activation), actives largely listed as activators; 0.14% of 370,000 active; note: potency is the fitted concentration of half-maximal effect; % of control where 0% means no effect; nearly all actives have a fitted effect of over 65% in size
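Rescue of yeast growth: cells expressing toxic alpha-synuclein, induced in galactose at OD600 0.02, incubated with compound 24 h at 30 C. ATP luminescence quantified growth; inhibitors of toxicity appear as activators.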
FUS yeast rescue: rescues growth of FUS-expressing yeast. S. cerevisiae FUS-expressing, growth rescue, OD600, 24 h. Potency, µM (series often up to 76.6 µM), without a hit: at the highest dose growth rescue (activation), most hits filed as activators. 0.24% of 390,000 active. AID 1347120;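 note: potency is the fitted concentration of half-maximal effect; plate controls were DMSO vehicle for no effect and reference control for full effect; nearly all actives have a fitted effect of over 55% in size; some results filed as inactive show a strong effect at the top dose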
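Toxicity suppression screen in FUS-yeast. Cells induced with 2% galactose, starting OD 0.005, treated 24hr at 30C with compounds at multiple final concentrations; growth by OD600.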
GLP-1R inv ag: inverse agonists of human GLP-1 receptor. P43220. HEK293 GLP-1R CRE-luciferase, luminescence, 24 h; GLP-1R form is constitutively active. Potency, µM (series often up to 38.3 µM), for the others: at the highest dose activity change, negative = inhibition, hits mostly inhibitors. 1.6% of 410,000 active; note: potency is the fitted concentration of half-maximal effect; % is set by controls: 0 for no effect and ±100 for the full control effect; nearly all actives have a fitted effect of over 55% in size
Target sequence (P43220 whole entry, looked up): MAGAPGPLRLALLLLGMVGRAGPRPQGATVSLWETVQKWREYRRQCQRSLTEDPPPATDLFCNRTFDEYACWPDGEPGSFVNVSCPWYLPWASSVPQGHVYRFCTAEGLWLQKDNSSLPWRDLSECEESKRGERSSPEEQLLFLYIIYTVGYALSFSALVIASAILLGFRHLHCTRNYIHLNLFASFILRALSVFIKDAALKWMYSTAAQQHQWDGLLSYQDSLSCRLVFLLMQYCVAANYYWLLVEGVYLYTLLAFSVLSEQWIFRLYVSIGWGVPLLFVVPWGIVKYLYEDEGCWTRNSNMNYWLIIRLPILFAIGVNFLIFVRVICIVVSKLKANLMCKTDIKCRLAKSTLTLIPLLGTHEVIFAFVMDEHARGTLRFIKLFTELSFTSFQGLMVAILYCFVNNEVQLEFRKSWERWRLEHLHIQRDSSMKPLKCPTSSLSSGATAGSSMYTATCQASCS
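Assay principle: reduced luminescence from a cAMP-responsive reporter in HEK293 cells co-expressing a constitutively active GLP-1R. Conditions: 24 hr compound incubation, 37 deg C, 5% CO2.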
Numbers without * were called inactive; i = inactive; ? = inconclusive; nt = not tested or not shown; & = joins results of further samples; [ ] = dose if it differs, or a comment. Unless noted, calls come from the whole dose curve; as a rule, active = well fitted curve in the direction sought with a large enough effect; inconclusive = small, poorly fitted or top-dose-only effect, or another doubt; inactive = no such curve, though single readings can be large; an effect the other way counts as inactive or inconclusive. The list is partial; rates above refer to the full screens.

SMILES	TDP-43 yeast inh	Akt phos inh	Abeta rescue	PTHR1 agonist	Mm-Cpn inhibitor	HEK293 tox	aSyn yeast inh	FUS yeast rescue	GLP-1R inv ag
CCNc1nc(NCC)nc(Nn2cnnc2)n1	-19%	i	-8%	i	-2%	9%	-5%	29%	4%
CCc1nc2ccc(C(=O)NCc3ccc(OC)cc3)cn2c1N(C)Cc1ccc(OC)cc1	24%	i	-3%	-29%	nt	2%	1%	10%	?
COc1cc([C@@H]2c3cc4c(cc3[C@H](O)[C@H]3COC(=O)[C@H]23)OCO4)cc(OC)c1OC	15%	i	0%	2%	-1%[15.4 µM]	-29%	7%&1%	-18%	-65%
CCOC(=O)CC(=O)CSc1ccc2nnc(-c3cccc(F)c3)n2n1	-13%	i	-1%	-18%[57.5 µM]	-2%	4%	-1%	22%	0%
COc1cccc(NC(=O)Cn2c(=O)n(Cc3ccccc3)c(=O)c3c4c(sc32)CN(C(C)=O)CC4)c1	-17%	nt	-12%	-95%	nt	-6%	nt	?	37%[activator]
Cc1ccc(-n2c(=O)c(C#N)cc3c(=O)n4cccc(C)c4nc32)cc1	-18%	i	-15%	i	-19%	100%[activator]	-9%	11%	8%
Cc1cccc(N2CCN(c3ccc4cc(S(=O)(=O)N5CCC(C)CC5)ccc4n3)CC2C)c1 (stereo not given)	15%	nt	-2%	-16%	nt	1%	nt	-3%	3%
O=C(NCCCN1CCOCC1)C1CCCN(S(=O)(=O)N2CCCCC2)C1 (stereo not given)	-13%	i	-14%	-16%	0%	-7%	-1%	25%	5%
CC(=O)Nc1ccc(CN(C)c2c(C)nc3ccc(C(=O)N(C)Cc4ccco4)cn23)cc1	3%	i	-18%	-11%	nt	3%	1%	-22%	3%
Cc1cccc(-n2c(Cc3cc(=O)[nH]c(=O)[nH]3)nnc2SC(C)C)c1	13%	i	1%	-7%	-2%	2%	1%	0%	3%
CCOC(=O)C(=O)c1csc(NC(=O)CCSc2ccc(C)cc2)n1	20%	i	19%	i	0%	-8%	0%	-21%	-11%
NS(=O)(=O)c1cccc(NC(=O)COC(=O)Cc2n[nH]c(=O)c3ccccc23)c1	6%	i	-13%	i	3%	-17%	-1%	-16%	3%
O=C(NNC(=O)c1cccs1)c1ccc(S(=O)(=O)N2CCCCC2)cc1	10%	i	-1%	i	1%	-16%	1%	-6%	3%
N/C(=N\OC(=O)c1cccc(Cn2cc(C(F)(F)F)ccc2=O)c1)c1ccccc1	?	i	6%	-26%	0%	-4%	4%	8%	?
O=C1C=C(N2CCCCC2)c2ccccc2C1=O	-9%	i	-11%	-23%	nt	10µM*	4%	7%	?
O=C1N[C@@H](Cc2ccccc2)C(=O)N2[C@H]1C[C@]1(Br)c3ccccc3N(S(=O)(=O)c3ccc(F)cc3)[C@H]21	11%	i	15%	i	nt	7%	2%	27%	10%
Cc1ccc(O)c(NC(=O)c2cc(-c3ccc(F)cc3)on2)c1	0%&-4%	i	-3%&-10%	-2%	5%	0%&-9%	-5%	25%&-1%	49%&14%[activator]
CCn1c(SCC(=O)c2cc(OC)ccc2OC)nnc1C1CC1	-6%	i	-31%	i	3%	-17%	-3%	14%	5%
C/C(=N/NC(=O)CSc1nc2ccccc2n1C)c1ccc(O)cc1	-12%[9.22 µM]	i	-10%	-9%	3%	-8%	0%	29%	27%
COc1ccc(-c2cc(C(F)(F)F)n3nc(C(=O)NCc4ccco4)cc3n2)cc1OC	3%	i	9%	-7%[57.5 µM]	0%	215%[activator]	7%	25%	?
COC(=O)c1cc2oc3ccccc3c2n1CC(=O)Nc1cccc(SC)c1	14%	nt	-3%	i	nt	5%	nt	4%	6%
S=C(NCc1cccs1)Nc1cc(Cl)cc(Cl)c1	4%	i	?	-16%	0%	?	-18%	13%	8.9µM*
CCCCCCCCn1cc(C(C)=O)c(=O)[nH]c1=O	13µM*	i	3%	i	0%	3%	6%	6%	6%
CCOC(=O)c1c(C)nn(Cc2ccccc2)c1N	12%	i	-1%	-14%	0%	-7%	-1%	6%	12%
Cc1onc(-c2c(F)cccc2Cl)c1C(=O)Nc1cccc(S(=O)(=O)NC2=NCCC2)c1	-2%	i	0%	i	0%	-6%	-1%	13%	-6%

Shown with two lines to a compound: part of the list above.
Second line of a record – TDP-43 yeast inh | Akt phos inh | Abeta rescue | PTHR1 agonist | Mm-Cpn inhibitor | HEK293 tox | aSyn yeast inh | FUS yeast rescue | GLP-1R inv ag
> CCNc1nc(NCC)nc(Nn2cnnc2)n1
 : -19% | i | -8% | i | -2% | 9% | -5% | 29% | 4%
> NS(=O)(=O)c1cccc(NC(=O)COC(=O)Cc2n[nH]c(=O)c3ccccc23)c1
 : 6% | i | -13% | i | 3% | -17% | -1% | -16% | 3%
> CCOC(=O)C(=O)c1csc(NC(=O)CCSc2ccc(C)cc2)n1
 : 20% | i | 19% | i | 0% | -8% | 0% | -21% | -11%

The main list resumes, repeating the two entries before the break.
SMILES	TDP-43 yeast inh	Akt phos inh	Abeta rescue	PTHR1 agonist	Mm-Cpn inhibitor	HEK293 tox	aSyn yeast inh	FUS yeast rescue	GLP-1R inv ag
CCOC(=O)c1c(C)nn(Cc2ccccc2)c1N	12%	i	-1%	-14%	0%	-7%	-1%	6%	12%
Cc1onc(-c2c(F)cccc2Cl)c1C(=O)Nc1cccc(S(=O)(=O)NC2=NCCC2)c1	-2%	i	0%	i	0%	-6%	-1%	13%	-6%
C=C(C)COc1ccc(C2NC(=O)c3ccccc3O2)cc1OCC (stereo not given)	2%	i	-2%	i	-5%	-7%	0%	1%	16%
Cc1ccc(C)c(NC(=O)Cn2c(=O)n(Cc3ccco3)c(=O)c3ccc(C(=O)NC4CCCC4)cc32)c1	9%	nt	3%	i	nt	0%	2%	3%	13%
Cc1cc(-c2ccc(Br)cc2)n2nc(C)cc2n1	?	i	-8%	i	nt	7%	-8%	-34%	0%
COc1ccccc1NC(=O)c1sc2nc3n(c(=O)c2c1C)CCC3	13%	i	0%	-3%	-11%	-11%	-5%	-7%	8%
Cc1cc(C)cc(N2C(=O)CC(N(C(=O)c3ccco3)c3cc(C)cc(C)c3)C2=O)c1 (stereo not given)	-18%	i	1%	-13%[57.5 µM]	2%	11%	6%	10%	1%
Cc1ccc(C)c(NC(=S)NNC(=O)c2ccco2)c1	3%	nt	4%	i	1%	8%	-2%	19%	0%
COc1ccccc1CNC(=O)Cn1nc(C)c([N+](=O)[O-])c1C	-7%	i	-2%	-4%	nt	-11%	4%	24%	-2%
Nc1oc2ccc(F)cc2c(=O)c1C=O	-18%	i	-16%	-7%	0%	0%	5%	15%	5%
O=C(O)c1cccc(NC(=O)C2C3C=CC(C3)C2C(=O)O)c1 (stereo not given)	2%	i	-6%	-3%[57.5 µM]	-5%	-3%	-5%	-16%	21%
CCc1cc2ccc(C)cc2nc1SCC(=O)Nc1cc(OC)c(OC)cc1C(=O)O	?	i	-19%	i	-4%	-22%	-2%	-7%	?
Cc1ccsc1C(=O)N1CCCC(C)(C(=O)NS(=O)(=O)C2CC2)C1 (stereo not given)	-3%	i	-10%	-24%	nt	1%	3%	-12%	14%
CN1CCC(NC(=O)C2(C)CCN2Cc2ccc3ccccc3c2)CC1 (stereo not given)	0%	i	2%	-19%	nt	-11%	2%	-13%	-21%
COCCCn1cc(CN(C)C2CN(Cc3cn(CCCOC)nn3)S(=O)(=O)C2)nn1 (stereo not given)	4%	i	-14%	30%	nt	7%	9%	9%	24%
COC(=O)CCC(=O)Nc1sc(Cc2ccccc2)c(C)c1C(N)=O	-22%[0.397 µM]	i	-19%	-56%[inhibitor]	-5%	-3%	-6%	3%	18%
Cc1cccc(N2CCN(C(=O)c3ccc(NC(=O)C4CCCO4)cc3)CC2C)c1 (stereo not given)	11%	i	19%	-31%[inhibitor][57.5 µM]	-3%	-14%	7%	7%	-13%
CCOc1cc(C(=O)Nc2cc(=O)n(C)c(=O)n2C)cc(OCC)c1OCC	-1%	i	-9%	i	1%	9%	-4%	-11%	7%
O=C(CCN1CCc2ccccc2C1)Nc1ccccc1	9%	i	0%	-9%	-24%	46%[activator]	5%	7%	-15%
CCOc1ccccc1NC(=O)CSc1nc(=O)n(Cc2ccccn2)c2c1CCC2	22%	i	-10%	-15%	0%	-23%	1%	18%	1%
CCN(CC)C(=O)c1nn(-c2ccccc2)c2c1C1CCC2(C)C1(C)C (stereo not given)	-11%[1.82 µM]	i	-5%	-31%[inhibitor]	0%	-2%	2%	28%	?
COCCCn1c(SCc2ccccc2)nc2cc(OC)c(OC)cc2c1=N	12%	i	7%	i	-4%	-16%	-1%	31%	0%
COc1ccc(CN(Cc2cccn2C)C(=O)c2cc3cc(OC)ccc3[nH]2)cc1	8%	i	24%	i	45µM*	9%	-11%	20%	?
Fc1ccc(-c2csc3ncnc(N4CCN(Cc5ccccc5)CC4)c23)cc1	15%	i	3%	i	-5%	14%	-5%	nt	6%

Given with two lines to a compound: part of the list above
Below each SMILES: TDP-43 yeast inh, Akt phos inh, Abeta rescue, PTHR1 agonist, Mm-Cpn inhibitor, HEK293 tox, aSyn yeast inh, FUS yeast rescue, GLP-1R inv ag
COc1ccccc1CNC(=O)Cn1nc(C)c([N+](=O)[O-])c1C
  -7%, i, -2%, -4%, nt, -11%, 4%, 24%, -2%
Nc1oc2ccc(F)cc2c(=O)c1C=O
  -18%, i, -16%, -7%, 0%, 0%, 5%, 15%, 5%
